NPYLR7 agonist: activates Aedes aegypti NPYLR7 receptor; AID 1259423; HEK293T NPYLR7/Galpha15, GCaMP6s calcium fluorescence; actives 0.15% (n = 270,000); activation, % at 10 µM; in the data active = activation above about 40%;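 note: 0% = vehicle and 100% = reference agonist at the receptor; some compounds past the cut are filed as inactive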
hcGAS inh: blocks human cGAS activity; recombinant h-cGAS, ATP depletion, Kinase-Glo luminescence; actives 0.081% (n = 290,000); Q8N884; inhibition, % at 12.5 µM;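 note: 0% = vehicle reaction and 100% = reaction without DNA for no activity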
Target sequence (Q8N884 whole entry, looked up): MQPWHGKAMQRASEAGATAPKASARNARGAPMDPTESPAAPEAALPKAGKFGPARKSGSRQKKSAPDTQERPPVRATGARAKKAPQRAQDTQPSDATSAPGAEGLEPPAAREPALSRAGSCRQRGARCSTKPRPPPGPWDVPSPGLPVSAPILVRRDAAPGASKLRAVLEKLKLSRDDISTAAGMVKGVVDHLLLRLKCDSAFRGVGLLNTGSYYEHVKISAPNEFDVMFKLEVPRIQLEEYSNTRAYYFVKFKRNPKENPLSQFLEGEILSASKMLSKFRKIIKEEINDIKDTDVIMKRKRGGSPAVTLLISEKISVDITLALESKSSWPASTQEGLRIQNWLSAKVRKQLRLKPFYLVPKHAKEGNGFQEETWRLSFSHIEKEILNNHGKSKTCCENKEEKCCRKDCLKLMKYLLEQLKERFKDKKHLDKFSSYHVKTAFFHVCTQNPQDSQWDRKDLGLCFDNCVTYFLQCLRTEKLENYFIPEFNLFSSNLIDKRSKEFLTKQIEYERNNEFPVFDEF
mcGAS lum: mouse cGAS inhibition by luminescence; inhibition, % at 12.5 µM; recombinant cGAS, Kinase-Glo ATP depletion luminescence; actives 0.15% (n = 160,000); Q8C6L5; AID 1259399;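 note: 0% = negative control wells and 100% = reference inhibitor with no enzyme activity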
The depositor's hits bear a star; / = no result given; & = joins results of further samples. Cut-off read from the data, not from the text of the source, unless noted: active = inhibition above about 40%; inactive = the rest. No enrichment for hits; about 0.29% have a hit in one of these screens.

smiles | NPYLR7 agonist | hcGAS inh | mcGAS lum
Cc1ccc(Cl)c(NC(=O)CN2C(=O)NC(C)(c3ccccc3Cl)C2=O)c1Cl (stereo not drawn) | -2 | -4 | /
CN1CCCC(C(=O)Nc2ccc3ccccc3n2)C1 (stereo not drawn) | -3 | 4 | /
COC(=O)c1cc(C(=O)NCc2csc3ccccc23)ccn1 | 2 | -6 | /
COc1cc(C)c(NC(=O)Cc2cc3c(cc2Br)OCCO3)cc1OC | -4 | 1 | /
CN(C(=O)CSc1nc2sc3c(c2c(=O)n1C)CCCC3)C1CCCCC1 | -1 | -3 | /
Cc1nn(C)c(Cl)c1CNCC1COc2ccccc2C1 (stereo not drawn) | -3 | -7 | /
CCCCNC(=O)N1CCN(c2cc(Oc3cccc(OC)c3)ncn2)CC1 | / | -7 | -7
O=C(CCc1nnc(CCCCc2ccccc2)o1)NCC[C@@H]1C[C@@H]2C=C[C@H]1C2 | -2 | -6 | -2
COc1ccc2c(C)c(CCC(=O)Nc3ccc(S(=O)(=O)N4CCC(C)CC4)cc3)c(=O)oc2c1 | 4 | -3 | /
Cc1cc(OC(C)C(=O)Nn2cnnc2)ccc1Cl (stereo not drawn) | 4 | -1 | /
Nc1cc(N)nc(SCCC(=O)O)n1 | -4 | -9 | /
O=C(NCc1cccnc1)NC1CCCc2ccccc21 (stereo not drawn) | -5 | -11 | /
C=CCNc1nnc(SC(C)c2nc3sc(C)c(C)c3c(=O)[nH]2)s1 (stereo not drawn) | -5 | -5 | /
CCOc1ccc(N(CC(=O)NCCSCc2ccccc2Cl)S(=O)(=O)c2ccc(SC)cc2)cc1 | -4 | -3 | -3
COCc1cc(C)nc(Nc2ccccc2OC)c1C#N | 13 | 1 | 1
CCOC(=O)c1cccc(NC(=O)Cn2nc(SCC)c(S(=O)(=O)c3ccccc3)c2N)c1 | -5 | 5 | 3
Cc1cc(C)n2nc(C(=O)N/N=C\C=C/c3ccccc3)nc2n1 | -19 | -1 | /
Cc1ccccc1-[n+]1cc(-c2ccc(C(C)(C)C)cc2)n2c1SCCC2 | 1 | -5 | -6
O=C1C(Nc2cccc(N3CCOCC3)c2)CCN1c1ccccc1 (stereo not drawn) | 2&7 | -7&-13 | -9
CC(=O)N[C@H](CS)C(=O)O | -13 | 1 | /
O=C(NCC1(c2ccccc2)CCC1)Nc1ccccn1 | 6 | -15 | /
Cc1c(C(=O)N(C)Cc2noc(CC(C)C)n2)cnn1-c1ccccn1 | 5 | -5 | -11
Cc1c(N2C(=O)CSC2c2ccc(F)cc2)c(=O)n(-c2ccccc2)n1C (stereo not drawn) | 25 | -9 | -7
COCc1nn2c(nnc3c(=O)n(C4CC4)ccc32)c1-c1ccccc1 | 2 | -10 | /
c1cnc2nc(SCc3ccc(CSc4nc5ncccc5[nH]4)cc3)[nH]c2c1 | 2 | -12 | /
CCc1ccccc1-n1c(=O)c2ccccc2n(CC(=O)NC(C)c2ccccc2)c1=O (stereo not drawn) | 29 | -6 | -4
Cc1cccc2nc(CNCc3c(C(=O)N4CCCCCCC4)nc4sccn34)cn12 | 3 | -4 | /
CC(=O)Nc1nnc(SCC(=O)Nc2nnc(C)s2)s1 | 2 | -3 | -2
CC1C(=O)N(c2ccccc2)CCN1Cc1ccccc1F (stereo not drawn) | -2 | -4 | -4
CNC(=O)c1cccc(NC(=O)Cn2c(=O)c(C(F)(F)F)nc3ccccc32)c1 | 2 | -4 | -14
O=C(OC1CCCC1)C1CCCN(C(=O)Nc2ccccc2F)C1 (stereo not drawn) | 1 | -4 | /
CC(C)(C)c1csc(NC(=O)CCN2C(=O)c3ccccc3C2=O)n1 | -6 | 16 | /
Cc1cc(Cl)cc(Cl)c1CNc1c([N+](=O)[O-])c(=O)oc2ccccc12 | 2 | 0 | /
CC(Oc1ccc2ccccc2c1)C(=O)NN1S(=O)(=O)c2ccccc2S1(=O)=O (stereo not drawn) | -1 | -11 | -4
O=C(O)c1cc2ccccc2cc1NS(=O)(=O)N1CCCCC1 | 1 | -3 | -13
O=C(CN1C(=O)c2ccccc2C1=O)N1CCN(Cc2ccccc2)CC1 | 1 | -1 | -1
CCN(CC)C1CCN(C(=O)C(NC(=O)Nc2ccccc2)C(C)C)C1 (stereo not drawn) | 2 | -12 | /
CCOC(=O)c1nn(-c2ccccc2C)c(=O)cc1N1CCN(c2ccccc2F)CC1 | 4 | -6 | /
CC(=O)N[C@@H]1C[C@H](CC(C)C)O[C@H](c2c(C)n(C)n(-c3ccccc3)c2=O)C1 | -7 | -3 | /
O=S(=O)(c1cccnc1)N1CCC(OCCCc2ccccc2)C1 (stereo not drawn) | -1 | -3 | /
COc1cccc(NC(=O)CC2CSc3nc4c(cnn4-c4ccccc4)c(=O)n32)c1 (stereo not drawn) | 2 | -11 | -8
Cc1cc(N(C)CCOc2ccccc2F)nc(C(C)C)n1 | -1 | -11 | /
Cc1nsc(NC(=O)N2CCC(C(O)c3cccs3)CC2)n1 (stereo not drawn) | 11 | -5 | /
O=C(Oc1ccc(NS(=O)(=O)c2ccccc2)cc1Br)c1ccccc1 | -8 | -10 | /
COC(=O)c1cccc(C(=O)N2CCN3C(=O)[C@H]([C@H](C)OCc4ccccc4)NC(=O)[C@H]3C2)c1 | 20 | -3 | -5
Cc1cnc(C(=O)NC(C)c2ccccc2OC(C)C)cn1 (stereo not drawn) | 1 | -8 | /
CCOC(=O)C1CCN(C(=O)Cc2csc(NC(=O)CN(CCOC)C(=O)c3ccccc3)n2)CC1 | -6 | -6 | -5
COc1cccc(CCC(=O)N2CCc3c(sc4[nH]c(=O)n(C5CCCCC5)c(=O)c34)C2)c1 | 10 | -10 | -4
Cc1ccccc1C(=O)N1CCN(C(C)c2ccccc2)CC1 (stereo not drawn) | -4 | -8 | -8
Cc1cccn2c(=O)cc(OCC(=O)Nc3cccc(Cl)c3)nc12 | -6 | -3 | -8
COCc1cc(N2CCCOC(CN3CCCC3)C2)ncn1 (stereo not drawn) | / | -2 | -3
Cc1c(NC(=O)N2CCOCC2)ccc2c1c1ccccc1n2C(C)C | -14 | 1 | /
O=C(NC(CCn1cncn1)c1ccccc1)c1ccc2nc(C3CC3)oc2c1 (stereo not drawn) | 5 | -5 | /
Cc1nc(C(=O)NC(C)c2ccccc2Br)nn1-c1ccc(F)cc1 (stereo not drawn) | 2 | -5 | /
O=C(Nc1nnc(SCc2cc(F)cc(F)c2)s1)C1CC1 | -3 | 2 | 2
COc1ccc(-c2cc(NC3CC3)nc(N)n2)c(C)c1 | 0 | -4 | -16
CCOC(=O)C1=C(C)NC2=C(C(=O)CCC2)C1c1cccc(O)c1 (stereo not drawn) | 1 | -2 | -7
Cc1sc2c(c1C)CN(C(C)(C)C)CN2C(=O)c1ccco1 | 13 | -5 | /
COc1ccc(OCC2CN(C(=O)C3CCC(N(Cc4ccc(F)cc4)C(=O)OC(C)(C)C)CC3)CCO2)cc1 (stereo not drawn) | 5 | -5 | -7
Clc1cnc(NCCCNc2ncc(Cl)cn2)nc1 | 4 | -8 | /

More records
smiles | NPYLR7 agonist | hcGAS inh | mcGAS lum
COc1cc(OC)cc(N2CCN(C(=O)c3ccc(C(F)(F)F)cc3)C(C)C2=O)c1 (stereo not drawn) | 21 | -2 | -4
O=C(O)c1coc(CN(CCc2c[nH]c3ccccc23)Cc2ccc(Cl)c(Cl)c2)n1 | 10 | 1 | 0
COCC(=O)Nc1ccc(-c2cn3ccsc3n2)cc1 | -2 | -1 | -5
Cc1cc(C)n(CCCNc2nccc(N3CCC(O)CC3)n2)n1 | 22 | -2 | -12
O=C(Nc1ccc2c(c1)N(C(=O)c1ccccc1)CCC2)c1ccc(Br)o1 | -2 | -6 | /
CCCCN(CCC(=O)N1CCN(c2ccccc2C)CC1)c1nc(Cc2ccc(C)cc2)ns1 | -6 | -5 | -3
CCOC(=O)c1c(NC(=O)c2cnn3c(C(F)(F)F)cc(-c4ccccc4)nc23)sc2c1CCCC2 | 4 | -4 | -5
CCOC(=O)C1CCN(C(=O)c2cc(-c3ccc(OC)cc3)n(-c3cccc(OC)c3)c2C)CC1 | 21 | -8 | -4
Cc1cccc(-c2cn[nH]c2C2CCN(C(=O)c3nn(C)cc3Cl)CC2)c1 | -2 | -1 | /
Cc1cc(-c2ccccc2)nc2cc(C(=O)Nc3ccc(F)cc3F)nn12 | -8 | -6 | -6
CSc1ccc(C(c2c(O)cc(C)n(Cc3ccccn3)c2=O)N2CCCCC2)cc1 (stereo not drawn) | 11 | -7 | /
COCCNc1nc2c(c(=O)[nH]c(=O)n2C)n1Cc1ccccc1 | 8 | -4 | /
CN(CCNC(=O)C(F)(F)F)C(=O)CN1C(=O)C(Oc2ccccc2)C1c1ccco1 (stereo not drawn) | -2 | 0 | /
O=C(NCCCc1ccncc1)C1CCC(=O)N(CCN2CCOCC2)C1 (stereo not drawn) | -4 | -6 | -6
CC(C)C1CN(C(=O)c2ccccc2F)CCC(=O)N1Cc1ccc(F)cc1 (stereo not drawn) | 2 | -8 | -13
COc1cccc(C(=O)N2CCCC(OCc3ccccc3F)C2)c1 (stereo not drawn) | -3 | 5 | /
C=CCN(Cc1cc(OC)ccc1OC)C(=O)Nc1ccccc1 | -7 | 5 | /
O=C1c2ccccc2C(=O)N1C(=NS(=O)(=O)c1ccccc1)c1ccccc1 | 8 | -3 | /
COc1ccccc1/C=C1\SC(=S)N(CCC(=O)Nc2cccc(O)c2)C1=O | -13 | 3 | 1
COCc1cc(C)nc(OCC(=O)N/N=C\c2ccc(-c3ccccc3[N+](=O)[O-])o2)c1C#N | -8 | 3 | 0
Cc1cc2oc(=O)cc(CNC(Cn3cccn3)c3ccccc3)c2cc1C (stereo not drawn) | 20 | -7 | /
CCNC(=O)C1(C)CCCN1C(=O)c1ccc(C#N)cc1 (stereo not drawn) | -6 | -3 | -2
COCCNC(=S)NN=C1CCC(C(C)(C)C)CC1 (stereo not drawn) | 0 | -7 | /
CCc1nnc(NC(=O)C2CCCO2)s1 (stereo not drawn) | 1 | -8 | /
CCOC(=O)N(C)c1c(CC)nc2ccc(C(=O)NCCN(C)C)cn12 | 4 | -3 | -2
O=C(CSCc1ccccc1Cl)Nc1ccccn1 | 5 | -11 | /
Cc1nc(SCc2cccc(C(=O)NCCN3CCOCC3)c2)nc(N2CCN(C/C=C/c3ccccc3)CC2)c1C | 7 | -2 | -5
CCn1c(CC2CCN(Cc3cnn(C)c3C3CC3)CC2)n[nH]c1=O | / | -10 | -3
CCOCCCNC(=O)c1cc(NC(=O)c2cccc(Br)c2)ccc1N1CCC(Cc2ccccc2)CC1 | -1 | -1 | -5
O=C(c1ccc(F)c(F)c1F)N1CCC(Cc2ccc(-c3ccccc3)cc2)CC1 | 25 | 0 | -6
CCc1cc(N2CCCCC2C)nc(SCc2ccc(C(=O)NCC3CCCO3)cc2)n1 (stereo not drawn) | -6 | -1 | -2
CCCCCn1c(N(C)C)nc2c1c(=O)[nH]c(=O)n2C | / | -10 | -10
Cc1ccccc1C1=NOC(CN(Cc2ccccc2)CC(O)COCC(C)C)C1 (stereo not drawn) | -2 | -5 | -6
COc1cc(S(=O)(=O)n2cccn2)c(C)cc1Br | 2 | -6 | /
CCOC(=O)C(=O)N(C)c1c(CC)nc2c(OCc3ccc(OC)cc3)cccn12 | 0 | -1 | -3
Cc1cccc(NC(=O)CSc2ccc3nnc(-c4cccnc4)n3n2)c1 | -1 | -8 | -6

A stretch from the list above, for reference:
smiles | NPYLR7 agonist | hcGAS inh | mcGAS lum
CCOC(=O)N(C)c1c(CC)nc2ccc(C(=O)NCCN(C)C)cn12 | 4 | -3 | -2
O=C(CSCc1ccccc1Cl)Nc1ccccn1 | 5 | -11 | /
Cc1nc(SCc2cccc(C(=O)NCCN3CCOCC3)c2)nc(N2CCN(C/C=C/c3ccccc3)CC2)c1C | 7 | -2 | -5

Next structures follow.
smiles | NPYLR7 agonist | hcGAS inh | mcGAS lum
CC1SC(=NS(=O)(=O)c2ccc(Cl)s2)N(C2CCCCC2)C1=O (stereo not drawn) | 5 | -9 | /
Oc1ccc(Cc2ccc(O)c3ncccc23)c2cccnc12 | 10&0 | -13&0 | 0
CCCCc1ccc(Nc2cccc3c2C(=O)c2c(Nc4ccc(CCCC)cc4)cccc2C3=O)cc1 | -6 | -2 | 1
CCCC(=O)OCC(O)CN(CCc1ccccc1)CCc1nc(-c2ccc(C)cc2)no1 (stereo not drawn) | / | 3 | 0
CC(C)Oc1cc(N2CCCC(C(=O)c3nccn3C)C2)nc(N)n1 (stereo not drawn) | 13 | -10 | /
Cc1cccnc1C(NC(=O)C1CCN(Cc2ccc3ccccc3n2)CC1)c1ccc(Cl)cc1 (stereo not drawn) | 1 | -1 | -1
CCn1nc(C(C)C)cc1C(=O)NC1CCCC(C)C1 (stereo not drawn) | 0 | -4 | /
O=C(c1cnc(CN2CCCC2)s1)N1CC[C@@H](c2ccc(F)cc2)[C@H](O)C1 | -5 | -5 | -11
c1ccc(-c2nc3ncccn3c2CN2CCC3(CCNCC3)C2)cc1 | 8 | -5 | /
O=C(NCCNC(=O)[C@H]1CCCN1S(=O)(=O)c1ccc(Cl)cc1)c1ccc(F)cc1 | / | -5 | -11
CCC(=O)c1c(-c2ccccc2)nc2n(C)c3ccccc3n12 | -23 | 2 | /
c1ccc(OCCSc2nc3ccccc3n2CCOc2ccccc2)cc1 | -6 | -7 | -6

Four of these compounds in a different format:
molecule: Oc1ccc(Cc2ccc(O)c3ncccc23)c2cccnc12
  NPYLR7 agonist = 10&0 | hcGAS inh = -13&0 | mcGAS lum = 0
molecule: CCCCc1ccc(Nc2cccc3c2C(=O)c2c(Nc4ccc(CCCC)cc4)cccc2C3=O)cc1
  NPYLR7 agonist = -6 | hcGAS inh = -2 | mcGAS lum = 1
molecule: CCCC(=O)OCC(O)CN(CCc1ccccc1)CCc1nc(-c2ccc(C)cc2)no1 (stereo not drawn)
  NPYLR7 agonist = / | hcGAS inh = 3 | mcGAS lum = 0
molecule: CC(C)Oc1cc(N2CCCC(C(=O)c3nccn3C)C2)nc(N)n1 (stereo not drawn)
  NPYLR7 agonist = 13 | hcGAS inh = -10 | mcGAS lum = /

From PubChem BioAssay
